Screens (PubChem)
INS promoter inh = TRM-6 insulin promoter activity inhibition | TRM-6 cells (human fetal islet line), insulin promoter-eGFP reporter, imaging; reporter expression induced with tamoxifen | AID 1273 | actives 0.9% (n = 130,000) | inhibition, % at 2 µM;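 active means inhibition above the mean plus 3 SD, with well images judged a real hit on visual review, cut at about 60% in these data, passing the limit was not always enough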
sdo1 growth = sdo1-depleted yeast growth rescue | z-score at 10 µM | AID 817 | S. cerevisiae sdo1-depleted JHY4D growth rescue, OD600 30 h; stronger effect = higher value; pdr5 snq2 efflux-pump mutant strain | actives 0.21% (n = 140,000);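 active means z-score above 3 at both the 24 hr and the 30 hr optical density reads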;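 further: z-score against mean and SD of all compound wells on the same plate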
sdo1 growth Rescue 24 h = second read-out of sdo1 growth, no call of its own (marks repeat the call); z-score; S. cerevisiae sdo1-depleted JHY4D growth rescue, OD600; measured here: growth rescue at 24 h;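 0 is the plate mean of compound wells and units are plate SD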
* marks the source's active call; other numbers are inactive results; x = not tested or not shown. Some of the compounds tested; rates above refer to the full screens.

INS promoter inh	sdo1 growth	sdo1 growth Rescue 24 h	mol
x	-0.75	-0.39	O=C(CSc1ccc(C(F)(F)F)cc1[N+](=O)[O-])NCCOc1ccccc1
-41	0.63	-0.06	CSc1ccccc1C(=O)NC1CCCCC1
15	0.53	0.4	CC(=O)c1c(C)[nH]c(C(=O)OCC(=O)C(C)(C)C)c1C
5	-0.28	0.02	Cc1ccccc1-n1c(SCC(N)=O)nc2sc(-c3ccccc3)cc2c1=O
x	-1.7	-1.1	CC(C)c1ccc(C(=O)N/N=C/c2cccc(Cl)c2Cl)cc1
38	0.36	-0.32	CCOc1cccc(C(=O)Nc2cccc(C(C)=O)c2)c1
x	0.21	-0.29	CNC(=O)c1cc2cc(OC)ccc2n1CCN(C)C
-109	-0.28	-0.76	O=C(NC1CC2CCC(C1)N2C(=O)NCc1ccccc1)C1CC1 (stereo unspecified)
23	-1.6	-0.74	Cc1ccc(C)c(N2CCN(C(c3ccncc3)c3nnnn3Cc3ccccc3)CC2)c1 (stereo unspecified)
-7	x	x	Cc1cccc(C)c1NC(=O)CSc1nnc(C)c(=O)[nH]1

INS promoter inh	sdo1 growth	sdo1 growth Rescue 24 h	mol
38	-0.62	-0.69	COc1ccc(-n2nc(C(=O)NCC(=O)Nc3cccc(C)n3)c3ccccc3c2=O)cc1
-17	-0.66	0.91	COc1ccccc1NC(=O)COC(=O)c1ccc(S(=O)(=O)NCc2ccco2)cc1
-23	-1.1	-0.57	CCOc1ccc(OCC)c(NC(=O)CN2CCN(c3ccc(C)cc3C)CC2)c1
-20	-0.55	-1.1	O=C(c1ccc(Cl)cc1)[C@@H]1[C@@H]2C(=O)N(c3ccccc3)C(=O)[C@@H]2C2c3ccccc3C=NN21 (stereo partly specified)
-71	x	x	Cc1[nH]n(-c2ccccc2)c(=O)c1C=NC1CCCCC1
x	-0.19	-0.62	CC1(C)CC(=O)C=C(NCCN2CCN(C(=O)Nc3ccc(Cl)c(Cl)c3)CC2)C1
47	-0.03	-0.42	C=CCn1c(-c2ccccc2)nc(=S)c2c1CC(C)(C)OC2
-36	x	x	CCC(=O)Nc1nnc(SCc2cccc(F)c2)s1
-7	-0.61	-0.52	O=C(C1CCN(S(=O)(=O)N2CCOCC2)CC1)N1CCc2ccccc21
-253	x	x	CCOC(=O)C1CCN(C(=O)N(CC)CC)CC1

INS promoter inh	sdo1 growth	sdo1 growth Rescue 24 h	mol
10	-0.34	-0.21	O=C(CCS(=O)(=O)c1cccc2nonc12)Nc1cccc2c1CCCC2
-25	-0.01	0.09	COc1ccc(NC(=O)c2sccc2SCC#N)cc1
x	-0.28	0.18	COC(=O)c1ccc(/C=C/C(=O)c2ccc(OC)cc2)cc1
-25	0.3	0.03	CCN1C(=O)N[C@H](c2ccc(Br)cc2)C(C(C)=O)=C1C
15	0.34	-0.4	O=C(Cc1cc(=O)[nH][nH]1)N/N=C/c1ccccc1[N+](=O)[O-]
25	0.92	0.6	Cc1cc(C)n(C(=O)CNC(=O)COc2ccccc2)n1
23	0.06	-0.04	CCC(C)NC(=S)N(CCc1ccccc1)Cc1cc2cc(OC)c(OC)cc2[nH]c1=O (stereo unspecified)
-1	0.42	0.36	CC(C)(C)C1CCc2[nH]nc(C(=O)O)c2C1 (stereo unspecified)
-6	-1.2	-0.3	COc1cc(-c2nc(-c3ccc(NC(=O)c4ccc(Br)o4)cc3)no2)cc(OC)c1OC
x	-0.24	-0.87	CC1C(=O)C(C)C(c2ccco2)NC1c1ccco1 (stereo unspecified)

INS promoter inh	sdo1 growth	sdo1 growth Rescue 24 h	mol
37	-1	-0.75	COc1cc(S(=O)(=O)N(Cc2ccccc2)Cc2ccccn2)ccc1-n1cnnn1
-36	2.2	1.5	Cc1occc1-c1nnc(SCC(=O)NC(=O)NC(C)C)n1N
x	-1.7	-1.1	O=C(N/N=C/c1ccccn1)c1cc(-c2ccc3ccccc3c2)n[nH]1
18	0.57	0.06	COc1cc(OC)cc(C(=O)NC2CCSC2=O)c1 (stereo unspecified)
-3	0.35	-0.13	CSc1nnc(C2CCCN2)n1C (stereo unspecified)
19	1.3	1.1	O=C(CC1SC2=NCCN2C1=O)Nc1ccc(Br)cc1 (stereo unspecified)
12	x	x	COC(=O)c1nnn(-c2nc(N(C)C)nc(N(C)C)n2)c1C
x	0.74	0.42	CCC(C)(C)n1nnnc1C(c1cc2cccc(C)c2[nH]c1=O)N1CCN(C(=O)c2ccco2)CC1 (stereo unspecified)
-12	-1.7	-0.52	Cc1ccc(-n2cc(-c3ccccc3)c3c(=O)[nH]cnc32)cc1
26	16*	17*	COc1ccc2c(-c3cc4ccc(OCc5ccc(F)cc5)cc4oc3=O)cc(=O)oc2c1

INS promoter inh	sdo1 growth	sdo1 growth Rescue 24 h	mol
14	x	x	COCCNC(=S)Nc1cc(OC)c(NC(=O)c2ccco2)cc1OC
-479	-0.42	-0.57	O=S(=O)(Nc1cccc2nsnc12)c1ccccc1
8	0.67	0.39	CCOC(=O)C1=C(O)C(=O)N(c2ccc(S(N)(=O)=O)cc2)C1c1ccc(OC)cc1OC (stereo unspecified)
-24	-0.05	0.02	Cc1cccc(OCC(=O)NNc2c3ccccc3nc3ccccc23)c1
28	2	1.7	COc1ccc(NC(=O)CSc2nc3[nH]ncc3c(=O)n2-c2ccccc2C)cc1OC
-95	0.72	0.14	O=C(O)CCc1ccc(-c2cccs2)n1NC(=O)c1ccco1
19	0.84	-0.05	CCN(CC)S(=O)(=O)c1ccc(F)c(C(=O)NCCCN2CCOCC2)c1
28	-1.9	-0.38	Brc1ccccc1OCCCn1cnc2ccccc21
-23	x	x	CSc1ccc(CN2CCN(Cc3ccc([N+](=O)[O-])cc3)CC2)cc1
38	-0.77	-0.31	C=CCSC1=N/C(=C/c2ccsc2)C(=O)N1c1ccccc1

In another format: results already given
Value order – INS promoter inh	sdo1 growth	sdo1 growth Rescue 24 h
COc1cc(OC)cc(C(=O)NC2CCSC2=O)c1 (stereo unspecified)
→ 18	0.57	0.06
CSc1nnc(C2CCCN2)n1C (stereo unspecified)
→ -3	0.35	-0.13
O=C(CC1SC2=NCCN2C1=O)Nc1ccc(Br)cc1 (stereo unspecified)
→ 19	1.3	1.1
COC(=O)c1nnn(-c2nc(N(C)C)nc(N(C)C)n2)c1C
→ 12	x	x
CCC(C)(C)n1nnnc1C(c1cc2cccc(C)c2[nH]c1=O)N1CCN(C(=O)c2ccco2)CC1 (stereo unspecified)
→ x	0.74	0.42
Cc1ccc(-n2cc(-c3ccccc3)c3c(=O)[nH]cnc32)cc1
→ -12	-1.7	-0.52
COc1ccc2c(-c3cc4ccc(OCc5ccc(F)cc5)cc4oc3=O)cc(=O)oc2c1
→ 26	16*	17*
COCCNC(=S)Nc1cc(OC)c(NC(=O)c2ccco2)cc1OC
→ 14	x	x
O=S(=O)(Nc1cccc2nsnc12)c1ccccc1
→ -479	-0.42	-0.57
CCOC(=O)C1=C(O)C(=O)N(c2ccc(S(N)(=O)=O)cc2)C1c1ccc(OC)cc1OC (stereo unspecified)
→ 8	0.67	0.39
Cc1cccc(OCC(=O)NNc2c3ccccc3nc3ccccc23)c1
→ -24	-0.05	0.02
COc1ccc(NC(=O)CSc2nc3[nH]ncc3c(=O)n2-c2ccccc2C)cc1OC
→ 28	2	1.7
O=C(O)CCc1ccc(-c2cccs2)n1NC(=O)c1ccco1
→ -95	0.72	0.14
CCN(CC)S(=O)(=O)c1ccc(F)c(C(=O)NCCCN2CCOCC2)c1
→ 19	0.84	-0.05

(further entries)
INS promoter inh	sdo1 growth	sdo1 growth Rescue 24 h	mol
67	-0.8	-0.96	CC12CCC(C(=O)N3CCN(c4ncccn4)CC3)(c3nc4ccccc4nc31)C2(C)C (stereo unspecified)
x	-0.88	-1.9	COc1ccc(C(=O)N2CCc3cc(OC)c(OC)cc3C2c2cccc([N+](=O)[O-])c2)cc1 (stereo unspecified)
13	-0.16	-0.29	COc1ccccc1/C=C/C=C1\Oc2c(ccc(O)c2CN2CCN(CCO)CC2)C1=O
0	x	x	O=C(C[n+]1ccccc1)Nc1ccccc1C(=O)O
x	-0.71	-0.97	Cc1ccc(C(NC(=O)N2CCCCC2)=C(Cl)Cl)cc1F
13	0.03	0.06	CCCC/C(C)=N/NC(=O)Nc1ccccc1
-124	-0.59	-0.79	Cc1cc(OCC(=O)N(C(C)C)C(C)C)cc(C)c1Br
x	-1.2	-0.77	O=[N+]([O-])c1ccc(NC(=S)N2CCN(c3ccccc3)CC2)cc1
-53	0.71	1.3	CCCCOc1ccc(C(=O)Nc2ccc(C)cc2[N+](=O)[O-])cc1
12	x	x	COc1ccc(C(=O)N2CCn3c2nc2ccccc23)cc1

INS promoter inh	sdo1 growth	sdo1 growth Rescue 24 h	mol
x	-0.33	-1	CCOc1ccc(C2c3cc(OC)c(OC)cc3CC(=O)N2c2ccc(OC)cc2)cc1 (stereo unspecified)
25	-0.36	-1.1	O=C(O)[C@H]1CCCC[C@H]1C(=O)NCCc1ccccc1
-27	x	x	CC(CC(=O)Nc1ccccc1)n1ccnc1 (stereo unspecified)
-8	x	x	Cc1ccccc1Oc1ncnc(N)c1[N+](=O)[O-]
-61	1.3	1.5	CCOCCCNC(=O)CCCC1=NS(=O)(=O)c2ccccc2N1
0	0.03	-0.97	COc1ccc(N(C(=O)COc2ccccc2)C2C=CS(=O)(=O)C2)c(OC)c1 (stereo unspecified)
x	-1	-0.92	Cc1ccc(-n2c(C)cc(C(=O)Cn3nc(C(=O)O)c4ccccc4c3=O)c2C)cc1
56	x	x	CCOC(=O)Cc1csc(NC(=O)CCCCCN2C(=O)c3cccc4cccc(c34)C2=O)n1
0	0.44	-0.31	Nc1ccc(N(c2ccccc2)c2ccc(N)cc2)cc1
x	1.2	0.93	C[C@H](NC(=O)C1(c2ccccc2)CCN(C(=O)[C@H]2CSCN2C(=O)OC(C)(C)C)CC1)C(=O)O

INS promoter inh	sdo1 growth	sdo1 growth Rescue 24 h	mol
x	-0.05	-0.29	CCOC(=O)c1c(NC(C)=O)sc2c1CCCNC2=O
43	-1.1	-1.1	O=S(=O)(CC(CN1CCCC1)N1CCCC1)c1ccc2ccccc2c1 (stereo unspecified)
x	0.98	0.53	C=CCN(C(=O)CNC(=O)c1ccco1)C(C(=O)NC1CCCCC1)c1ccc(OC)cc1OC (stereo unspecified)
-29	-0.72	-0.23	CCOC(=O)C1=C(C)OC(N)=C(C#N)C1c1c(C)nn(-c2ccc(C)cc2)c1Cl (stereo unspecified)
-21	0.35	-0.34	Cc1ccc(NS(=O)(=O)c2cccc(C(=O)NNC(=O)NC3CCCCC3)c2)c(C)c1
-24	-0.57	0.25	CCOC(=O)N1CCN(c2nc(-c3cccs3)cc(C(F)(F)F)n2)CC1
29	0.19	-0.39	CC1(C(=O)Nc2nccs2)Cc2ccccc2C(=O)O1 (stereo unspecified)
32	-1	-0.95	COc1ccc(N2C(=O)C(Cl)=C(N3CCN(Cc4ccccc4)CC3)C2=O)cc1
x	0.7	0.21	C=CCn1c(=N)c(C(=O)NCCCOC)cc2c(=O)n3ccccc3nc21
54	0.55	-0.12	Brc1cccc(OCCN2CCCCC2)c1

INS promoter inh	sdo1 growth	sdo1 growth Rescue 24 h	mol
-24	0.56	1	O=C(CSc1nnnn1C1CCCC1)N1CCCc2ccccc21
31	-0.7	-0.12	CCCCOc1ccc(-c2nnn(CC(=O)NCc3ccco3)n2)cc1
-28	0.87	3	COCCn1c(=NC(=O)c2ccc(S(=O)(=O)N3CCc4ccccc4C3)cc2)sc2cc(S(N)(=O)=O)ccc21
-7	x	x	Cc1cc(NNC(=O)c2ccccc2)nc(NNC(=O)c2ccccc2)n1
12	1.4	2.4	CCOc1cc(C(N)=O)cc(Br)c1OC
x	0.37	0.12	CCOC(=O)/C(C#N)=C/c1ccc(N2CCN(Cc3ccccc3)CC2)cc1
x	-1.1	-1.1	COC(=O)C1=C(C)Nc2nc(-c3ccccc3)nn2C1c1ccc(C)o1 (stereo unspecified)
-21	x	x	O=[N+]([O-])c1cccc(-c2cn(-c3ccccc3)c(=S)[nH]2)c1
21	x	x	Cc1ccc(-c2nnc(-c3ccccc3)o2)cc1Br
67	-1.1	-0.28	O=C(Nc1ccc2c(c1)OCO2)c1cc2ncc(Br)cn2n1

INS promoter inh	sdo1 growth	sdo1 growth Rescue 24 h	mol
-73	-0.48	-0.95	CCn1c(-c2cc(-c3cc(C)ccc3C)nc3ccccc23)n[nH]c1=S
-14	0.03	0.31	Cc1cc(=O)oc2cc(OCc3ccc(C(=O)N4CCN(c5ccccc5)CC4)cc3)ccc12
37	-1.6	-0.77	COc1ccccc1-c1noc(CCC(=O)Nc2cccc(C(F)(F)F)c2)n1
-100	0.61	0.59	CC(=O)c1ccc(N(C(=O)Cn2nnc3ccccc32)C(C(=O)NCc2ccccc2)c2ccccn2)cc1 (stereo unspecified)
x	0.66	0.71	Cc1ccc(C(=O)N(CN2CCCC2=O)c2ccc(F)cc2)cc1C
29	x	x	CCCCn1c(=O)c(C(=O)N/N=C/c2ccc(F)cc2)c(O)c2ccccc21
25	2.7	3.5	O=C(CNc1ccc2ccccc2c1)NNC1=NCCC1
-3	-0.29	-0.33	CCC(=O)N1CCc2cc(Br)cc(S(=O)(=O)CCC(=O)NCc3ccco3)c21
-30	0.78	0.66	COCCCNC(=O)c1ccc(CS(=O)(=O)c2ccc(OC)cc2)o1
